High-throughput results (PubChem)
Pf Dd2 inh: inhibitors of Plasmodium falciparum Dd2 growth | P. falciparum Dd2 growth, SYBR Green, 72 h | Potency, µM (series often up to 28.9 µM), inactives show top-dose activity, negative = inhibition, most hits filed as inhibitors | hit rate 4.3% among 120,000 | AID 1347417; active = well fitted inhibition curve with a large enough effect; inconclusive = small, poorly fitted or top-dose-only effect; inactive = no such curve, though single readings can be large or run the other way;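 also: plate controls were DMSO vehicle for no effect and reference drug for full effect; nearly all actives have a fitted effect of over 65% in size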
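Infected erythrocytes (Dd2, 0.3% parasitemia, 2.5% hematocrit final) are added to compound in RPMI-1640/Albumax II medium, grown 72 h at 37C in low oxygen, then lysed with saponin/Triton-X containing SYBR Green and read by fluorescence.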
* = called active by the depositor; i = inactive; ? = inconclusive; [ ] = dose if it differs, or a comment. Potency is read from the fitted curve at half-maximal effect. The list is partial; rates above refer to the full screens.

SMILES	Pf Dd2 inh
CC(O)c1cc2n(n1)CCCN(C(=O)c1n[nH]c3c1COCC3)C2 (stereo not drawn)	-10%
CCOC(=O)c1c(-c2ccc(C)cc2C)csc1NC(=O)c1ccccc1Cl	?
CCOc1ccc(NS(=O)(=O)c2c(C)nc3sc(CC)nn3c2=O)cc1	-24%
O=C1CN(CC(=O)N2CCC3(CC2)OCCCC3O)C(=O)N1 (stereo not drawn)	-5%
O=C(C1CC1)N1CCC(c2nn(-c3ccc(Cl)cc3)c(=O)[nH]2)CC1	-5%[44.1 µM]
CCOc1ccc(-c2cc(CCCC(=O)NCCc3ccc(OC)c(OC)c3)no2)cc1	-17%
CN(Cc1nc2c(n1Cc1ccccc1)C(=O)N(CC1CCOCC1)CCN2)c1ccccc1	-10%
Cc1ccc(SCc2nc(-c3ccc(C(=O)NCc4ccc(Cl)cc4)cc3)oc2C)cc1	-5%
COc1ccccc1CC(=O)N1CCC(Cc2nc(-c3ccc(F)cc3)no2)CC1	?
c1cncc(CN2CC(N3CCc4ccccc43)C2)c1	?
CCN(CC)C(=O)N1CC(Oc2ccccc2-c2nc(-c3cnccn3)no2)C1	?
CCc1nnc([C@@H]2CC(F)(F)CN2C(=O)COc2ccc(F)cc2)o1	21%
O=C(CCc1c[nH]c2ccccc12)NC1CCN(C(=O)N2CC3CC(C2)[C@H]2CCCC(=O)N2C3)CC1 (stereo partly drawn)	-24%
O=C1CCC(C(=O)N2CC(c3ncc4c(-c5ccc(F)cc5)nccn34)C2)N1 (stereo not drawn)	-23%[44.1 µM]
COc1ccc(CN2CCC3(C2)C(=NC2CCCCC2)NC(=O)N3c2cccnc2)cc1 (stereo not drawn)	?
COc1ccc(OC)c(S(=O)(=O)N2CCN(Cc3nc4ccc(C)cc4o3)CC2)c1	14%
O=C(NCc1cccc(Cl)c1)c1cnc2c(c1)N(C(=O)CCc1ccccc1)CCC2	11%[44.1 µM]
CCn1c(C(=O)NCCc2ccc(OC)c(OC)c2)cc2sc(Cl)cc21	-3%
CCC(Oc1ccccc1F)C(=O)Nc1cc(-c2ccccc2)no1 (stereo not drawn)	10%
C[C@H](N)C(=O)N1CCC(n2nccc2NC(=O)c2ccc3c(c2)OCO3)CC1	-3%
O=C(c1ccc2cc[nH]c2c1)N1C[C@@H](CO)[C@H](c2nc(C3CC3)no2)C1	-12%
O=C(c1ccccc1)N1CCC2(CC1)C(=O)NCN2C(=O)CCCN1CCCC1	-16%
CCCS(=O)(=O)N1CCCC(Cc2noc(-c3cnccn3)n2)C1 (stereo not drawn)	-13%
CCOc1ccc(NC(=O)NCc2c(-n3cccc3)sc3c2CCCC3)cc1	30%[activator]
Cc1cc(OCCCSc2nc(-c3ccc(C(C)(C)C)cc3)nc3cc(=O)[nH]n23)ccc1Cl	?
Cc1nc(-c2c3n(c(=O)n(CC(=O)NC4CCCCC4)c2=O)CCCC3)no1	-21%
Cn1cccc1CN1CCn2c(nnc2-c2ccccc2)C1	?
Cc1ccc(NC(=O)c2ncn(-c3ccccc3)n2)cc1Cl	9%
CC(C)(C)C(=O)Nc1c(C(=O)N2CCN(c3ccc(F)cc3)CC2)oc2ccccc12	?
COc1ccc(-c2nc3c(C#N)c[nH]n3c2NC2CCCCC2)c(OC)c1	i
C=CCc1cc(C(=O)N2C[C@@H]3CCN(C)C[C@]3(C(=O)O)C2)ccc1OC	-4%
COc1ccccc1N1CCN(C[C@@H]2C=C(C)[C@H](Cc3nnc(-c4cncn4C)o3)C[C@H]2C(C)C)CC1	?
COc1ccc(C(=O)Nc2ccc(C(O)[C@H]3COCC(=O)N3C)cc2)cc1 (stereo partly drawn)	i
CCC(=O)N1CCC(C(NC(=O)c2ccccc2C)C(=O)NCC(C)C)CC1 (stereo not drawn)	6%
Cc1cccc(N2Cc3c(ncnc3NCc3ccc(C(F)(F)F)cc3)CN(C)C2=O)c1	1%
CCOC(=O)COc1ccc(CC)cc1C(=O)c1ccn2nc(-c3ccccc3)cc2n1	i
O=C1CO[C@H]2CN(C3CCOCC3)C[C@H]2N1Cc1ccccn1	14%[44.1 µM]
Cc1nc2ccn(Cc3cccs3)c(=O)c2cc1C(=O)N1CCN(c2ccc(F)cc2)CC1	?
Nc1nnnn1CC(=O)N1CCC2(CCC(=O)N(CC3CCCO3)C2)CC1 (stereo not drawn)	9%
Cc1ccccc1Nc1c(-c2cccc(N(C)C)c2)nc2ccc(Br)cn12	?
COc1cccc(-c2cc(C3CCN(C(=O)Nc4ccc(C)cc4C)CC3)[nH]n2)c1	i
COc1coc(C(=O)N2CCOCC2CC(=O)NC2CCCC2)cc1=O (stereo not drawn)	1%
COC(=O)CNC(=O)C1CCCN1c1nc2ncccc2o1 (stereo not drawn)	-2%[44.1 µM]
CCN1c2cc(C(=O)Nc3cccc(Cl)c3)ccc2C(=O)N2CCCCC21 (stereo not drawn)	?
CCCCN(CCCNC(=O)c1cc(Nc2ccc(OC)cc2)nc2ccccc12)Cc1ccccc1	?
Cc1nn(CCCC(=O)NCCc2ccc(Cl)cc2)c(=O)c2nn(-c3ccccc3)c(C)c12	5%
CCc1ccc(-n2c(=O)c3c4c(sc3n(Cc3cc(=O)n5c(C)cccc5n3)c2=O)CCC4)cc1	-14%
CCc1ccc(-c2cc(C)no2)cc1S(=O)(=O)Nc1ccc(Cl)cc1	29%
CCOc1ccc(NC(=O)Cn2c(=O)n(Cc3ccccc3)c(=O)c3sc4ccccc4c32)cc1	1%
C[C@@]1(O)CCN(C(=O)c2cc(C(F)(F)F)ccc2Cl)C[C@@H]1O	-1%

Continued.
SMILES	Pf Dd2 inh
COc1ccccc1Oc1nc2c(C)cccn2c(=O)c1/C=C(\C#N)c1nc2ccccc2[nH]1	-2%
CC(C)(CC(=O)O)CC(=O)N[C@H]1CO[C@H]2[C@@H]1OC[C@@H]2n1nnnc1-c1ccccc1	2%[44.1 µM]
Cc1cccc(N2CCN(C(=O)C3CCN(S(=O)(=O)c4cccs4)CC3)CC2)c1C	i
CCOc1ccc(NC(=O)c2ccc3c(c2)N(C)C2CCCN2C3=O)cc1 (stereo not drawn)	?
CC[C@@H](NC(C)=O)c1nc(-c2cccnn2)no1	1%
COc1ccc(C(=O)N2CCC(N3CC4CC(C3)[C@H]3CCCC(=O)N3C4)CC2)c(OC)n1 (stereo partly drawn)	-10%
Cc1ccc2c(=O)cc(C(=O)Nc3c(C(=O)c4ccccc4)oc4ccccc34)oc2c1	0%
CCC(C(=O)N1CCN(c2cc(Cl)ccc2C)CC1)n1nc(C)n2c(cc3occc32)c1=O (stereo not drawn)	6%
NC(=O)[C@@H]1C[C@H](Oc2cccnc2)CN1C(=O)CC1CCCCC1	6%
O=C(NCCCc1ccccc1)C1CCN(c2cc(C(F)(F)F)ncn2)CC1	-7%
Cc1cnc(CN2CC3(CCCN(C(=O)c4cscn4)C3)CCC2=O)cn1 (stereo not drawn)	8%
c1cn(CCN2CCCC2)c(-c2cc3n(n2)CCNC3)n1	-2%
O=C1NCCCCCCN(C(=O)NCc2ccccc2)[C@H]2CCC[C@@H]12	-3%
O=C(NC1CCCC1)c1ccc2c(c1)N(Cc1c(F)cccc1Cl)C(=O)c1ccccc1S2	-19%
COc1ccc(C2c3cccn3CCN2S(=O)(=O)c2ccccc2[N+](=O)[O-])cc1OC (stereo not drawn)	-27%
CCc1ccc(Cn2c(CNS(=O)(=O)c3ccc(C)c(C)c3)nc3cccnc32)cc1	-15%
O=C(c1ccccc1)N1CCC2(CC1)C(=O)NN=C2C1CC1	17%[44.1 µM]
COc1ccc(C[C@H](NC(=O)[C@@]2(O)C[C@@H](O)[C@H](O)[C@@H](NC(=O)Cc3cccs3)C2)C(N)=O)cc1	-5%
O=C(NC1CCN(c2cc(-c3ccc(F)cc3)[nH]n2)C1)c1ccccc1Br (stereo not drawn)	i
COc1cccc(CNC(=O)Cn2c(C)c3cnn(-c4ccccc4)c(=O)c3c2C)c1	20%

The last five compounds of the section before come first, to join the parts.
SMILES	Pf Dd2 inh
CCc1ccc(Cn2c(CNS(=O)(=O)c3ccc(C)c(C)c3)nc3cccnc32)cc1	-15%
O=C(c1ccccc1)N1CCC2(CC1)C(=O)NN=C2C1CC1	17%[44.1 µM]
COc1ccc(C[C@H](NC(=O)[C@@]2(O)C[C@@H](O)[C@H](O)[C@@H](NC(=O)Cc3cccs3)C2)C(N)=O)cc1	-5%
O=C(NC1CCN(c2cc(-c3ccc(F)cc3)[nH]n2)C1)c1ccccc1Br (stereo not drawn)	i
COc1cccc(CNC(=O)Cn2c(C)c3cnn(-c4ccccc4)c(=O)c3c2C)c1	20%
COc1cc(=O)n2c(c1C(=O)NC1CCCCCCC1)CCCC2	41%[activator]
CN(C)c1cc(=O)c2ccnc(-c3ccccc3Oc3ccccc3)c2o1	i
O=c1n(-c2ccc(F)cc2F)nc2n1CCN(Cc1cccc3ccccc13)C2	i
COc1ccccc1CNC(=O)c1oc2ccc3c(c2c1C)C(=O)CC(C)(C)O3	i
CCC(C)NC(=O)Cn1ncc2c(C)n(Cc3ccc(F)cc3)c(C)c2c1=O (stereo not drawn)	-13%
CCOc1ccc(CCNC(=O)Cn2nc(CC)n3c(cc4sccc43)c2=O)cc1	?
CN1c2cc(C(=O)Nc3ccccc3)ccc2C(=O)N2CCCCC21 (stereo not drawn)	i
COc1ccc(-c2nnc(C[C@@H]3C[C@@H](C(C)C)[C@H](CN(C)CCC#N)C=C3C)o2)cc1	7.9µM*
O=C(NCCc1ccccc1)c1ccc2c(c1)OCCN(CCC(F)(F)F)C2	-22%[44.1 µM]
CN(C)C[C@@H]1CN(c2ccccn2)C[C@H]1NC(=O)c1cnco1	38%[activator]
O=C1NC(=NC2CCCC2)C2(CCN([S+](=O)([O-])c3cccc(C(F)(F)F)c3)CC2)N1c1cc(F)cc(F)c1	-8%
CCOC(=O)c1c(C)[nH]c(C)c1S(=O)(=O)N1CCC(C(=O)NCc2ccc(N(C)C)cc2)CC1	19%
CCc1ccc(Oc2nc3c(C)cccn3c(=O)c2/C=C(\C#N)c2nc3ccccc3[nH]2)cc1	i
Cc1coc2c(C)c3oc(=O)c(CC(=O)N4CCCCC4)c(C)c3cc12	2%
OC[C@H]1CN(Cc2ccc(-n3ccnc3)cc2)C[C@H]1CN1CCCCC1	?
O=C(COCc1cc(-c2ccc3c(c2)OCO3)on1)Nc1cccc(O)c1	73%[activator]
COc1ccc(-c2nc(C3CC3)nc3c2CCN(CC2CCCCC2)CC3)cc1	i
COc1ccccc1OC1(C(=O)O)CCN(C(=O)c2ccoc2C)CC1	-9%
Cc1ccc(NC(=O)N2Cc3[nH]cnc3C[C@H]2c2nc(C(C)C)no2)cc1	5%[44.1 µM]
CN1c2cc(C(=O)NCc3cccc(Cl)c3)ccc2C(=O)N2CCCC21 (stereo not drawn)	i
CCCCN(CCCC)CCNC(=O)Cn1nc(C)n2c(cc3sccc32)c1=O	-10%
Cc1cc(N2CCC(c3nccn3Cc3ccccn3)CC2)nc2ccccc12	-25%
COc1ccc(C(=O)Nc2ccc3c(c2)CN(Cc2cc(F)cc(F)c2)C(=O)C(C)O3)cc1 (stereo not drawn)	-14%
Cc1ccc(CNC(=O)C2CCN(Cc3nc(-c4ccccc4C)oc3C)CC2)cc1	i
COc1cccc(N2CCN(C(=O)c3cnn(-c4ccccc4Cl)c3C3CCN(C(=O)OC(C)(C)C)CC3)CC2)c1	?
CCOc1ccc(CC(=O)NC2CC(=O)N(c3cccc(F)c3)C2)cc1 (stereo not drawn)	i
COc1cc(OC)c(NC(=O)c2cnc(N3CCCC3)nc2C)cc1Cl	51%[activator]
Cc1cnc(C(=O)N2CCCCCCn3c(nnc3-c3ccc(F)cc3)CC2)cn1	-22%
O=C(NCc1ccccc1)N1CCN2C(=O)N(C3CCOCC3)C[C@H]2C1	3%[44.1 µM]
COc1ccc(-c2cc(C(C)=O)c(C)n2CCC(=O)Nc2ccc(C(F)(F)F)cc2)cc1	i

Brought forward from above: 3 entries, followed by the next part.
SMILES	Pf Dd2 inh
Cc1cnc(C(=O)N2CCCCCCn3c(nnc3-c3ccc(F)cc3)CC2)cn1	-22%
O=C(NCc1ccccc1)N1CCN2C(=O)N(C3CCOCC3)C[C@H]2C1	3%[44.1 µM]
COc1ccc(-c2cc(C(C)=O)c(C)n2CCC(=O)Nc2ccc(C(F)(F)F)cc2)cc1	i
Cc1[nH]c2c(F)cccc2c1CC(=O)NC(c1cnn(C)c1)C1CC(O)C1 (stereo not drawn)	5%
O=S(=O)(Cc1noc([C@@H]2C[C@@H](O)CN2CC2CC2)n1)c1ccc(F)cc1	-8%[44.1 µM]
CCOc1cccc(CNC(=O)C23CCCC=C2N(CCOC)C(=O)CC3)c1 (stereo not drawn)	?
CC1CCCN(S(=O)(=O)c2ccc(NC(=O)c3nc(SC(C)C)ncc3Cl)cc2)C1 (stereo not drawn)	?
CCOc1cccc(CN2CCCC(COc3ccccc3C(=O)N3CCCCC3)C2)c1 (stereo not drawn)	?
CCc1ccccc1N(C)C(=O)c1cnc(N2CCOCC2)c2ccccc12	-11%
Cc1cc(CC(=O)N2CC[C@@H](NC(=O)c3ccccn3)[C@H](O)C2)on1	-3%
COCCN(C)C[C@@H]1CN(C(=O)c2cnc(SC)nc2)C[C@@H]1CO	-5%

An excerpt from above in order of formula weight, highest first:
SMILES	Pf Dd2 inh
Cc1nc(-c2c3n(c(=O)n(CC(=O)NC4CCCCC4)c2=O)CCCC3)no1	-21%
O=C1NCCCCCCN(C(=O)NCc2ccccc2)[C@H]2CCC[C@@H]12	-3%
C[C@@]1(O)CCN(C(=O)c2cc(C(F)(F)F)ccc2Cl)C[C@@H]1O	-1%
